# TDP1 cell CPT – qHTS for Inhibitors of human tyrosyl-DNA phosphodiesterase 1 (TDP1): qHTS in cells in presence of CPT; chicken DT40 Tdp1-/-;hTDP1 cells + 20 nM CPT, ATP luminescence, 48 h; hit rate 12% among 420,000; AID 686979, 2013; Potency, µM (doses to about 46.2 µM), inactives show at the top dose activity change, negative = growth inhibition, hits mostly inhibitors; also: nearly all actives have a fitted effect of over 55% in size
#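 Chicken DT40 Tdp1-/- cells stably complemented with human TDP1 were seeded at 400 cells/well in medium containing 20 nM camptothecin, exposed to pin-transferred compounds, and grown at 37 °C for at least 48 hr. Viability was read as ATP luminescence.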
# DT40 TDP1 no CPT – qHTS for Inhibitors of human tyrosyl-DNA phosphodiesterase 1 (TDP1): qHTS in cells in absence of CPT; DT40 Tdp1-/- hTDP1 cells, no CPT, ATP luminescence, 48 h; Potency, µM (doses to about 46.2 µM), inactives show at the top dose activity change, negative = growth inhibition, actives largely listed as inhibitors; hit rate 15% among 420,000; AID 686978, 2013; also: nearly all actives have a fitted effect of over 55% in size
#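 Chicken DT40 Tdp1-/- cells stably complemented with human TDP1 were seeded at 400 cells/well with DMSO in place of 20 nM camptothecin. After compound pinning, cells grew at least 48 hr at 37 °C; viability read by CellTiter-Glo luminescence.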
# KAT2A inh – qHTS Assay for Inhibitors of GCN5L2; Histone acetyltransferase KAT2A (Homo sapiens), Q92830; Potency, µM (doses to about 58.9 µM), without a hit: at the top dose activity change, negative = inhibition, actives largely listed as inhibitors; hit rate 0.21% among 390,000; GCN5L2 HAT assay, ThioGlo1 CoA-SH fluorescence
# Target sequence (Q92830 whole entry, looked up): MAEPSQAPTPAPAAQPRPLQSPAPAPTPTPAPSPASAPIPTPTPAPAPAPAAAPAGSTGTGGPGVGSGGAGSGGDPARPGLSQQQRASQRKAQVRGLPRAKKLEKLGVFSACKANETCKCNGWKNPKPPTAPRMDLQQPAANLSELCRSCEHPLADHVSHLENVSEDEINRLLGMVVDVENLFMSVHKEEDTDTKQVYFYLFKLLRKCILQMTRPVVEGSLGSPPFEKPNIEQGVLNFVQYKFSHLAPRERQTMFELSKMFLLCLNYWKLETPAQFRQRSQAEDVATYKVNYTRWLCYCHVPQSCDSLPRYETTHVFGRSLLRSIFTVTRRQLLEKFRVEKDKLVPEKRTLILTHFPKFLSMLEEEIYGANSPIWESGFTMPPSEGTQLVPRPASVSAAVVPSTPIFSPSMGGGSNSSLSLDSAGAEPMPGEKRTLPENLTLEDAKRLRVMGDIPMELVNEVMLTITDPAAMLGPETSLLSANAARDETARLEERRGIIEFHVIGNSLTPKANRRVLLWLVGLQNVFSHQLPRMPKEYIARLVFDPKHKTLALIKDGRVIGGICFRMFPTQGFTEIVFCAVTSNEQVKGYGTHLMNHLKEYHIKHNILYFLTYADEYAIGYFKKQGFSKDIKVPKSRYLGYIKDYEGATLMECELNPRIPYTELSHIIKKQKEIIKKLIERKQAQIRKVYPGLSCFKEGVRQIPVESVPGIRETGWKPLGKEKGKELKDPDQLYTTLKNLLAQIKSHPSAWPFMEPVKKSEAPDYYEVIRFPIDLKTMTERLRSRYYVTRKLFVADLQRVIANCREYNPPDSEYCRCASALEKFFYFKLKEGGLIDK
#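 Fluorescence readout, Ex340nm/Em540nm: ThioGlo1 (50uM final) reacts with free CoA thiol released as 20nM GCN5L2 acetylates H3(1-25) peptide (75uM) using acetyl-CoA (70uM). Compound and enzyme sat 15 min beforehand; 20 min room-temperature reaction.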
# The depositor's hits bear a star; ? = inconclusive; . = no result given. Calls follow the shape of the dose curve; as a rule, active = well fitted curve in the direction sought with a large enough effect; inconclusive = small, poorly fitted or top-dose-only effect, or another doubt; inactive = no such curve, though single readings can be large; an effect the other way counts as inactive or inconclusive. % is scaled to controls: 0 for no effect and ±100 for the full control effect; potency is read from the fitted curve at half-maximal effect. Not all compounds are listed, so the mix of outcomes need not match the whole.
1. O=C(/C=C/c1ccccc1)Nc1cc(S(=O)(=O)N2CCOCC2)ccc1N1CCCC1
  TDP1 cell CPT: ?
  DT40 TDP1 no CPT: ?
  KAT2A inh: -2%

2. CCCN1CCOC(CC(=O)Nc2ccc([N+](=O)[O-])cc2)C1=O (centres undefined)
  TDP1 cell CPT: ?
  DT40 TDP1 no CPT: ?
  KAT2A inh: -5%

3. CC(C)(C)NC(=O)c1cc(F)c(F)cc1Cl
  TDP1 cell CPT: 4%
  DT40 TDP1 no CPT: -1%
  KAT2A inh: -1%

4. COCCNCc1nc2sc(C)c(-c3ccccc3)c2c(=O)[nH]1
  TDP1 cell CPT: ?
  DT40 TDP1 no CPT: ?
  KAT2A inh: -4%

5. Oc1csc(Cc2nc(-c3ccc4ccccc4c3)cs2)n1
  TDP1 cell CPT: ?
  DT40 TDP1 no CPT: 15µM*
  KAT2A inh: 1%

6. C=CCNC(=S)/N=c1\sccn1C
  TDP1 cell CPT: -16%
  DT40 TDP1 no CPT: -10%
  KAT2A inh: -1%

7. CCN1C(=O)/C(=C\N2CCCCCC2)SC1=S
  TDP1 cell CPT: ?
  DT40 TDP1 no CPT: -30%
  KAT2A inh: -8%

8. CCOc1ccc(/C=N/NC(=O)CNC(=O)c2ccc(S(=O)(=O)N3CCOCC3)cc2)cc1
  TDP1 cell CPT: -22%
  DT40 TDP1 no CPT: -28%
  KAT2A inh: -1%

9. CCOCC(=O)N1CCN(c2ccccc2OC)CC1
  TDP1 cell CPT: 1%
  DT40 TDP1 no CPT: 12%
  KAT2A inh: 3%

10. Cc1ccc(C)c(Cn2c(=O)n(C)c(=O)c3sccc32)c1
  TDP1 cell CPT: -19%
  DT40 TDP1 no CPT: ?
  KAT2A inh: -2%

11. c1ccc(CN2CCN(c3ncnc4c3cnn4-c3ccccc3)CC2)cc1
  TDP1 cell CPT: 16µM*
  DT40 TDP1 no CPT: 18µM*
  KAT2A inh: -2%

12. CC1(C)Cc2cccc(OCC(=O)N3CCN(c4cccc(Cl)c4)CC3)c2O1
  TDP1 cell CPT: ?
  DT40 TDP1 no CPT: ?
  KAT2A inh: -8%

13. COc1ccc(N(CC(=O)O)S(=O)(=O)c2ccc(OC)c(OC)c2)cc1
  TDP1 cell CPT: -11%
  DT40 TDP1 no CPT: 2%
  KAT2A inh: -4%

14. CC(C)(C)n1nnnc1C(c1cc2ccccc2o1)N1CCCCC1 (centres undefined)
  TDP1 cell CPT: ?
  DT40 TDP1 no CPT: ?
  KAT2A inh: .

15. O=C(Nc1ccc(O)c2c(=O)cc(-c3ccccc3Cl)oc12)c1cccc(Cl)c1
  TDP1 cell CPT: ?
  DT40 TDP1 no CPT: -13%
  KAT2A inh: -19%

16. CC(NC(=O)c1cc(F)ccc1F)c1nnc2n1CCN(Cc1cccs1)CC2 (centres undefined)
  TDP1 cell CPT: 1%
  DT40 TDP1 no CPT: 1%
  KAT2A inh: .

17. O=C(Cc1cccc2ccccc12)N/N=C/c1ccc(O)c([N+](=O)[O-])c1
  TDP1 cell CPT: 20%
  DT40 TDP1 no CPT: -16%
  KAT2A inh: ?

18. CN(C)c1ccc(NC2=C([N+](=O)[O-])CS(=O)(=O)C2)cc1
  TDP1 cell CPT: 2%
  DT40 TDP1 no CPT: -10%
  KAT2A inh: 0%

19. Cc1ccc(S(=O)(=O)N2CC3(O)CN(C(=O)OC(C)C)N(C(=O)OC(C)C)CC3(OC(=O)NCc3ccco3)C2)cc1 (centres undefined)
  TDP1 cell CPT: ?
  DT40 TDP1 no CPT: 21µM*
  KAT2A inh: .

20. Cc1ccc2[nH]c(CN3CCN(C)C(CCO)C3)c(C)c2c1 (centres undefined)
  TDP1 cell CPT: -14%
  DT40 TDP1 no CPT: 24%
  KAT2A inh: 1%

21. COc1ccc(C(=O)NC2CC3CCCC(C2)N3Cc2ccccc2)c(OC)c1 (centres undefined)
  TDP1 cell CPT: -27%
  DT40 TDP1 no CPT: -14%
  KAT2A inh: -11%

22. CCCS(=O)(=O)n1nc(-c2ccc(OC)cc2)cc1N
  TDP1 cell CPT: -7%
  DT40 TDP1 no CPT: -25%
  KAT2A inh: 3%

23. COc1ccc(-c2cn3c(n2)sc2cc(C(=O)NCCCN4CCCCCC4)ccc23)cc1
  TDP1 cell CPT: 2.9µM*
  DT40 TDP1 no CPT: 3.3µM*
  KAT2A inh: -7%

24. Cc1ccc(C(=O)/C=C2/NC(=O)CS2)cc1
  TDP1 cell CPT: -16%
  DT40 TDP1 no CPT: -1%
  KAT2A inh: -11%

25. CNC(=O)c1ccc2c(c1)nnn2C
  TDP1 cell CPT: 3%
  DT40 TDP1 no CPT: 2%
  KAT2A inh: -3%

# Laid out differently: results already given
entry | SMILES | TDP1 cell CPT | DT40 TDP1 no CPT | KAT2A inh
13 | COc1ccc(N(CC(=O)O)S(=O)(=O)c2ccc(OC)c(OC)c2)cc1 | -11% | 2% | -4%
20 | Cc1ccc2[nH]c(CN3CCN(C)C(CCO)C3)c(C)c2c1 (centres undefined) | -14% | 24% | 1%
8 | CCOc1ccc(/C=N/NC(=O)CNC(=O)c2ccc(S(=O)(=O)N3CCOCC3)cc2)cc1 | -22% | -28% | -1%
23 | COc1ccc(-c2cn3c(n2)sc2cc(C(=O)NCCCN4CCCCCC4)ccc23)cc1 | 2.9µM* | 3.3µM* | -7%
10 | Cc1ccc(C)c(Cn2c(=O)n(C)c(=O)c3sccc32)c1 | -19% | ? | -2%

# The list continues:
26. CC(C)Cn1c(=O)c2ccccc2n2c(CCC(=O)Nc3ccc(F)c(F)c3)nnc12
  TDP1 cell CPT: ?
  DT40 TDP1 no CPT: ?
  KAT2A inh: 1%

27. Cc1cccc(Cn2cc(S(=O)(=O)c3cccc(Cl)c3)c(=O)c3cc(F)c(N4CCOCC4)cc32)c1
  TDP1 cell CPT: -1%
  DT40 TDP1 no CPT: -18%
  KAT2A inh: -4%

28. CCN(CC)S(=O)(=O)c1ccc(NC(=O)c2ccc(NS(C)(=O)=O)cc2)cc1
  TDP1 cell CPT: -20%
  DT40 TDP1 no CPT: -3%
  KAT2A inh: 1%

29. COc1cc(NC(=O)CN(c2ccc(C)cc2)S(=O)(=O)c2c(C)noc2C)cc(OC)c1
  TDP1 cell CPT: 18µM*
  DT40 TDP1 no CPT: 7.3µM*
  KAT2A inh: -13%

30. CCC(=O)NC(=S)Nc1ccccc1C(=O)NC1CCCCC1
  TDP1 cell CPT: -22%
  DT40 TDP1 no CPT: -24%
  KAT2A inh: 1%

31. O=C(NCc1cccc(Cl)c1)C1CCN(S(=O)(=O)c2ccc(F)cc2)CC1
  TDP1 cell CPT: -12%
  DT40 TDP1 no CPT: ?
  KAT2A inh: -8%

32. COc1ccc2c(CC(=O)Nc3nnc(C4CC4)s3)coc2c1
  TDP1 cell CPT: -19%
  DT40 TDP1 no CPT: ?
  KAT2A inh: 3%

33. Cc1cc(NC(=O)c2cc(C(C)(C)C)oc2C)no1
  TDP1 cell CPT: ?
  DT40 TDP1 no CPT: -29%
  KAT2A inh: -5%

34. COc1ccc(/C=N/NC(=O)c2c([N+](=O)[O-])c(C)nn2C)cc1
  TDP1 cell CPT: 1%
  DT40 TDP1 no CPT: -1%
  KAT2A inh: -4%

35. COc1cccc(Nc2nc3ccc(OC)cc3s2)c1
  TDP1 cell CPT: -24%
  DT40 TDP1 no CPT: ?
  KAT2A inh: -8%

36. Cc1ccoc1C(=O)N1CCCC(CO)(Cc2ccc(F)cc2)C1 (centres undefined)
  TDP1 cell CPT: ?
  DT40 TDP1 no CPT: ?
  KAT2A inh: 1%

37. O=C(NCc1nnc2c(C(F)(F)F)cc(Cl)cn12)c1ccc(Br)o1
  TDP1 cell CPT: -4%
  DT40 TDP1 no CPT: 5%
  KAT2A inh: -1%

38. COC(=O)c1ccc(COc2ccccc2/C=N/O)o1
  TDP1 cell CPT: 28%
  DT40 TDP1 no CPT: -19%
  KAT2A inh: 3%

39. Nc1c2c(nc3sc4c(c13)CCCCC4)CCCCC2
  TDP1 cell CPT: ?
  DT40 TDP1 no CPT: ?
  KAT2A inh: 3%

40. CC1CN(C(C)C(=O)NC(c2ccccc2)c2ccccc2)CC(C)O1 (centres undefined)
  TDP1 cell CPT: 6%
  DT40 TDP1 no CPT: -2%
  KAT2A inh: 1%

41. Cc1ccc(-n2ncc3c(N4CCC5(CC4)OCCO5)ncnc32)c(C)c1
  TDP1 cell CPT: 12µM*
  DT40 TDP1 no CPT: 15µM*
  KAT2A inh: -3%

42. CNC(=O)c1nnsc1S(=O)(=O)c1ccc(Cl)cc1
  TDP1 cell CPT: 0.73µM*
  DT40 TDP1 no CPT: 1.5µM*
  KAT2A inh: ?

43. Cc1nn(-c2ccccc2)c(Cl)c1/C=N/Nc1nc2ccccc2[nH]1
  TDP1 cell CPT: ?
  DT40 TDP1 no CPT: -28%
  KAT2A inh: -9%

44. O=C(CCNS(=O)(=O)c1ccccc1)N1CCC(Cc2ccccc2)CC1
  TDP1 cell CPT: ?
  DT40 TDP1 no CPT: ?
  KAT2A inh: 2%

45. CCn1cc(CN2CCC(n3nccc3NC(=O)c3ccccc3C)CC2)cn1
  TDP1 cell CPT: -12%
  DT40 TDP1 no CPT: -10%
  KAT2A inh: 7%

46. CCOC(=O)N1CCN(Cc2nc3c(c(=O)[nH]c(=O)n3C)n2Cc2ccccc2C)CC1
  TDP1 cell CPT: -15%
  DT40 TDP1 no CPT: 1%
  KAT2A inh: -18%

47. C[N+]1(CC(=O)Nc2ccccc2Cl)CCN(C(=O)c2cccs2)CC1
  TDP1 cell CPT: 2%
  DT40 TDP1 no CPT: -13%
  KAT2A inh: -4%

48. Cc1ccc2nsnc2c1N
  TDP1 cell CPT: 0%
  DT40 TDP1 no CPT: -18%
  KAT2A inh: 1%

49. Cc1ccc(Cl)cc1NC(=O)Nc1cccc(OCc2cc(=O)n3ccccc3n2)c1
  TDP1 cell CPT: 10%
  DT40 TDP1 no CPT: -7%
  KAT2A inh: -21%

50. O=C1CC(c2cccs2)Cc2nc(NC(=O)C3CC3)ncc21 (centres undefined)
  TDP1 cell CPT: 2%
  DT40 TDP1 no CPT: -7%
  KAT2A inh: -13%

# Single values from the results shown.
# C[N+]1(CC(=O)Nc2ccccc2Cl)CCN(C(=O)c2cccs2)CC1 – TDP1 cell CPT: 2%
# COc1cc(NC(=O)CN(c2ccc(C)cc2)S(=O)(=O)c2c(C)noc2C)cc(OC)c1 – DT40 TDP1 no CPT: 7.3µM*
# CCN1C(=O)/C(=C\N2CCCCCC2)SC1=S – KAT2A inh: -8%
# Cc1ccc(-n2ncc3c(N4CCC5(CC4)OCCO5)ncnc32)c(C)c1 – KAT2A inh: -3%

# Rewritten screen by screen: entries from further up.
(49) Cc1ccc(Cl)cc1NC(=O)Nc1cccc(OCc2cc(=O)n3ccccc3n2)c1
(39) Nc1c2c(nc3sc4c(c13)CCCCC4)CCCCC2
(28) CCN(CC)S(=O)(=O)c1ccc(NC(=O)c2ccc(NS(C)(=O)=O)cc2)cc1
screen / no.	49	39	28
TDP1 cell CPT	10%	?	-20%
DT40 TDP1 no CPT	-7%	?	-3%
KAT2A inh	-21%	3%	1%

# Back to the main list with the 3 entries that preceded the break.
48. Cc1ccc2nsnc2c1N
  TDP1 cell CPT: 0%
  DT40 TDP1 no CPT: -18%
  KAT2A inh: 1%

49. Cc1ccc(Cl)cc1NC(=O)Nc1cccc(OCc2cc(=O)n3ccccc3n2)c1
  TDP1 cell CPT: 10%
  DT40 TDP1 no CPT: -7%
  KAT2A inh: -21%

50. O=C1CC(c2cccs2)Cc2nc(NC(=O)C3CC3)ncc21 (centres undefined)
  TDP1 cell CPT: 2%
  DT40 TDP1 no CPT: -7%
  KAT2A inh: -13%

51. COc1ccc(OC)c(Nc2cc(C)nc3ccccc23)c1
  TDP1 cell CPT: 18µM*
  DT40 TDP1 no CPT: 18µM*
  KAT2A inh: -2%

52. COc1ccccc1NC(=O)c1ccc(NC(=O)CSc2nc(N)cc(=O)[nH]2)cc1
  TDP1 cell CPT: -1%
  DT40 TDP1 no CPT: 19%
  KAT2A inh: -6%

53. Cc1cc(C)nc(-n2nc(C)c3c2N(C)C(=O)CC3c2ccc(Cl)cc2)n1 (centres undefined)
  TDP1 cell CPT: ?
  DT40 TDP1 no CPT: ?
  KAT2A inh: -1%

54. CCc1ccccc1NC(=O)CN1C(=O)c2ccccc2Sc2ncccc21
  TDP1 cell CPT: -13%
  DT40 TDP1 no CPT: ?
  KAT2A inh: -6%

55. O=S(=O)(NCCc1cn2ccccc2n1)c1ccc(-c2ccccc2)cc1
  TDP1 cell CPT: ?
  DT40 TDP1 no CPT: ?
  KAT2A inh: 1%

56. CSc1ccc(CN2CCC2(C)C(=O)Nc2ccc(C)c(O)c2)cc1 (centres undefined)
  TDP1 cell CPT: ?
  DT40 TDP1 no CPT: 18µM*
  KAT2A inh: .
